IDE cell activ = human IDE activators in live cells, primary screen, fluorescence polarization, HEK cells, FAbeta-B substrate | 0.073% of 340,000 active | Insulin-degrading enzyme (Homo sapiens), P14735 | activation, % at 5.96 µM | AID 493087, 2011 | FAbeta-B cleavage; 0% vehicle, 100% cell-free pure enzyme wells;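 active means activation above the mean of all tested compounds plus 3 SD, set per screening campaign, cut at about 17% in these data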
Target sequence (P14735 whole entry, looked up): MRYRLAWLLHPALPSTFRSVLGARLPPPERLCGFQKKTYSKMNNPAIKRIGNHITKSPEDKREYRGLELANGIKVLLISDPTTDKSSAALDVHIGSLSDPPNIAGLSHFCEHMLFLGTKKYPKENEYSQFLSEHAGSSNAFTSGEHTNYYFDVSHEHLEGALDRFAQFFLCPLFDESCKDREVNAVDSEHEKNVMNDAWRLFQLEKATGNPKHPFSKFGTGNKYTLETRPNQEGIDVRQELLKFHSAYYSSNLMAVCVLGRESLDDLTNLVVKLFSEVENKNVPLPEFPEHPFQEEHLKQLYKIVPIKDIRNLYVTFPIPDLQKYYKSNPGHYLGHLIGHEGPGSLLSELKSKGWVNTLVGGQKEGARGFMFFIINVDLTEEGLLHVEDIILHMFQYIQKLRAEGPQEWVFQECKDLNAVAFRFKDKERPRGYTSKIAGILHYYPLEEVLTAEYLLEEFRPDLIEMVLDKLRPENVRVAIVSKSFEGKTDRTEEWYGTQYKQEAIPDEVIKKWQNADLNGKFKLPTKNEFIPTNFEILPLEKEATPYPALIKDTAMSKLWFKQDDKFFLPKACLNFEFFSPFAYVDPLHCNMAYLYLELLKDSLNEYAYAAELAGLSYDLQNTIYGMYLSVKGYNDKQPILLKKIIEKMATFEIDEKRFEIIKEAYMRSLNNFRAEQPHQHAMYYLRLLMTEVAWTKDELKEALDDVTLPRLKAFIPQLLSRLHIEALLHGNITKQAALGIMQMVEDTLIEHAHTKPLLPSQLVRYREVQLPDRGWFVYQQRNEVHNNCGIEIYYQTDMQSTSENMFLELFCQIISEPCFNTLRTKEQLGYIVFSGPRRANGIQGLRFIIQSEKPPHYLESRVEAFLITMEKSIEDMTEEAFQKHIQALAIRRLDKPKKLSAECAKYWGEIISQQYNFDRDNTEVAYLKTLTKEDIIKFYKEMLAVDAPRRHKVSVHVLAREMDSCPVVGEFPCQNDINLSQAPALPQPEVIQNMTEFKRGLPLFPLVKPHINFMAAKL
IDE inh = human IDE inhibitors in live cells, primary screen, fluorescence polarization, HEK cells, FAbetaB substrate; FAbetaB cleavage; AID 434962, 2010; inhibition, % at 5.59 µM; 0.41% of 320,000 active; Insulin-degrading enzyme (Homo sapiens), P14735;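 active means percent inhibition above the average of all tested compounds plus 3 SD, set per screening campaign, cut at about 16% in these data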;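 further: IDE supplied by intact live HEK cells; FP after avidin binding of uncleaved biotin substrate so inhibition keeps polarization high; 0% = DMSO wells and 100% = 60 µM reference IDE inhibitor Ii1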
* hit, by the source's call. The list is partial, so the mix of outcomes need not match the whole.

CNC(=O)[C@@H]1CCC(=O)N1 was read as IDE cell activ 8 and IDE inh -3.
Screening CC(C)C[C@H](NC(=O)c1nc[nH]c1C(=O)NC1CCNCC1)C(=O)OC(C)(C)C returned IDE cell activ -3 and IDE inh 8.
For Cc1ccc2nc(SCC(=O)c3ccccc3)nc(=O)n2c1 the results were IDE cell activ 0 and IDE inh 9.
Screening CCN(C(=O)CSc1nccc(=O)[nH]1)c1cccc2ccccc12 returned IDE cell activ 2 and IDE inh 5.
COCC(=O)Nc1ccc(N2CCOCC2)c(S(=O)(=O)Nc2ccc(OC)cc2)c1 was read as IDE cell activ 4 and IDE inh 2.
COc1cc2cc(CCCOC(=O)CCC(=O)O)oc(=O)c2cc1OC was read as IDE cell activ 6 and IDE inh 2.
For CCCN(CC(=O)Nc1ccccc1C)C(=O)Cc1n[nH]c(=O)c2ccccc12 the results were IDE cell activ 10 and IDE inh 1.
Screening O=C1CC/C=C\C[C@@H](CC(=O)N(CCO)Cc2ccccc2)C(=O)N2CCC[C@H]2CO1 returned IDE cell activ 2 and IDE inh 7.
For CCc1ccccc1-n1c(SCC(=O)c2c(N)n(C3CC3)c(=O)[nH]c2=O)nnc1N1CCOCC1 the results were IDE cell activ 2 and IDE inh 5.
Cc1cccn2c(=O)nc(SCC(=O)N3CCN(c4ccccc4)CC3)nc12 was read as IDE cell activ 3 and IDE inh -2.
For COc1cccc(NC(=O)Cc2csc(NC(=O)Nc3ccccc3OC)n2)c1 the results were IDE cell activ 3 and IDE inh -3.
`CCOC(=O)c1nn(-c2ccccc2C)c(=O)cc1OCC(=O)N1CCN(c2ccccc2)CC1` gave IDE cell activ 2 and IDE inh 8.
For CC(Sc1nnc(Nc2ccccc2F)s1)C(=O)NC1CC1 (stereo unspecified) the results were IDE cell activ -5 and IDE inh 5.
O=C(/C=C/c1cccc(F)c1)OCC(=O)N1CCCc2ccccc21 was read as IDE cell activ -1 and IDE inh 0.
Screening CN1CCC[C@H]1CCNC(=O)c1c(-c2ccsc2)sc2ccccc12 returned IDE cell activ 8 and IDE inh 1.
`Cc1csc(=O)n1CCC(=O)N(C)Cc1c(F)cccc1Cl` gave IDE cell activ 3 and IDE inh 1.
`Cc1ccc(C(=O)Nc2cccc(C(O)c3ccccc3)c2)cc1` (stereo unspecified) gave IDE cell activ 2 and IDE inh -1.
For CCN(CC(=O)Nc1ccc(NC(C)=O)cc1)C(=O)CSCc1c(C)noc1C the results were IDE cell activ 4 and IDE inh 6.
Screening CC(Nc1nc(-c2ccc(F)cc2)cs1)c1nc2cc(Cl)c(N3CCCCC3)cc2n1CCOCCO (stereo unspecified) returned IDE cell activ 5 and IDE inh -3.
`CS(=O)(=O)Cc1ccc(C(=O)N2CCN(C(=O)c3cccs3)CC2)cc1` gave IDE cell activ 0 and IDE inh 6.
Screening O=C(NC1CC1)C1=C[C@@H](c2ccc(C(F)(F)F)cc2)C[C@@H](OCc2ccc(CO)cc2)O1 returned IDE cell activ 1 and IDE inh 2.
`NS(=O)(=O)c1cccc(NC(=O)CSc2nnc(C3CC3)n2C2CC2)c1` gave IDE cell activ -2 and IDE inh -3.
`Cc1ccc(NS(=O)(=O)c2ccc(C(=O)N3CCN(S(=O)(=O)c4ccccc4)CC3)cc2)cc1` gave IDE cell activ 3 and IDE inh -2.
`Cn1cc(C(=O)N/N=C/C2=C(N3CCOCC3)C(=C/c3ccc([N+](=O)[O-])cc3)/CC2)ccc1=O` gave IDE cell activ 6 and IDE inh 0.
Screening CC(C(=O)O)N(c1ccccc1Cl)S(C)(=O)=O (stereo unspecified) returned IDE cell activ 6 and IDE inh 1.
Screening O=C(COc1coc(CN2CCc3ccccc32)cc1=O)N1CCCCC1 returned IDE cell activ 1 and IDE inh 2.
Cc1ccc(OCc2ccc(C(=O)NCC3CCCO3)cc2)cc1C (stereo unspecified) was read as IDE cell activ -8 and IDE inh 5.
CC(=O)c1cccc(S(=O)(=O)NCCC(=O)NC2CCCCCC2)c1 was read as IDE cell activ 4 and IDE inh -2.
`CCOC(=O)C1=C(COC(=O)CCNS(=O)(=O)c2ccc(NC(C)=O)cc2)NC(=O)NC1C` (stereo unspecified) gave IDE cell activ -3 and IDE inh -4.
`COc1ccccc1NS(=O)(=O)c1cccc(C(=O)N2CC(C)OC(C)C2)c1` (stereo unspecified) gave IDE cell activ -1 and IDE inh -1.
`Cc1cc(S(=O)(=O)NCC(c2ccc(F)cc2)N2CCN(C)CC2)ccc1F` (stereo unspecified) gave IDE cell activ 2 and IDE inh 0.
`CC(OC(=O)c1ccc(Cl)nc1)C(=O)Nc1ccc2c(c1)OCO2` (stereo unspecified) gave IDE cell activ 8 and IDE inh -6.
COc1ccc(OCCCC(=O)OCC(=O)Nc2nnc(-c3ccccc3)o2)cc1 was read as IDE cell activ 3 and IDE inh 1.
Screening O=C(NCC(c1ccco1)N1CCOCC1)c1ccc(C(F)(F)F)cc1 (stereo unspecified) returned IDE cell activ 1 and IDE inh 0.
COC/C=C/C1=CC2=CC(=O)C(C)(OC(=O)c3cnc4ccccc4n3)C(=O)C2=CN1c1ccc(OC)cc1 (stereo unspecified) was read as IDE cell activ 8 and IDE inh -6.
`CCOc1ccc2oc(C(=O)N(CC)CC(=O)Nc3c(F)cccc3F)c(C)c2c1` gave IDE cell activ 2 and IDE inh -5.
Screening CCOc1ccc(C(=O)NCC(=O)OCC(=O)Nc2nnc(-c3ccccc3)o2)cc1 returned IDE cell activ 4 and IDE inh 3.
Screening COc1ccc(S(=O)(=O)N2CCN(CC(=O)c3[nH]c(C)c(C(C)=O)c3C)CC2)cc1OC returned IDE cell activ 1 and IDE inh 0.
COc1cc(C(=O)NNC(=O)CCOc2ccccc2)cc(OC)c1OC was read as IDE cell activ -7 and IDE inh 3.
COc1cccc(NC(=O)c2c(F)cccc2F)c1 was read as IDE cell activ 2 and IDE inh -2.

In the list so far, these contain a CF3 group.
Screening O=C(NC1CC1)C1=C[C@@H](c2ccc(C(F)(F)F)cc2)C[C@@H](OCc2ccc(CO)cc2)O1 returned IDE cell activ 1 and IDE inh 2.
Screening O=C(NCC(c1ccco1)N1CCOCC1)c1ccc(C(F)(F)F)cc1 (stereo unspecified) returned IDE cell activ 1 and IDE inh 0.

(listing goes on)
`Cc1cccc(C(=O)N[C@H](C(=O)NCc2cccs2)C(C)C)c1` gave IDE cell activ 1 and IDE inh 3.
`Cc1ccc([C@@H]2CC=C(C(=O)O)[C@H](c3ccc(F)cc3)N2S(=O)(=O)c2ccc(C)cc2)cc1` gave IDE cell activ 1 and IDE inh 4.
O=C(CCc1c[nH]c2ccccc12)N1CCN(S(=O)(=O)c2ccccc2)CC1 was read as IDE cell activ 3 and IDE inh 2.
For COCCN(CC(=O)Nc1cccc(C)c1C)C(=O)Cc1ccsc1 the results were IDE cell activ 3 and IDE inh -3.
O=C(COC(=O)c1ccc(O)cc1)Nc1cc(C(F)(F)F)ccc1N1CCOCC1 was read as IDE cell activ 2 and IDE inh 1.
CCSc1nnc(NC(=O)c2ccc(F)c(S(=O)(=O)N3CCOCC3)c2)s1 was read as IDE cell activ 0 and IDE inh -1.
For COc1ccc(C(=O)Nc2ccc(Cl)cc2F)cc1S(=O)(=O)N1CCCC1 the results were IDE cell activ 6 and IDE inh -1.
For CC(=O)Nc1cccc(NS(=O)(=O)c2cc3c4c(c2)CCN4C(=O)CC3)c1 the results were IDE cell activ 0 and IDE inh 10.
`CN(c1ccccc1)S(=O)(=O)c1cc(C(=O)NCCCn2ccnc2)ccc1Cl` gave IDE cell activ 1 and IDE inh -3.
Screening O=C(COC(=O)c1cc(S(=O)(=O)N2CCOCC2)ccc1Cl)NCc1ccc2c(c1)OCO2 returned IDE cell activ -3 and IDE inh -2.
Screening CN1CCC(=C(c2ccccc2)c2ccc(Br)cc2)CC1 returned IDE cell activ 6 and IDE inh 0.
Cc1ccc(S(=O)(=O)NCCC(=O)NCC(c2cccs2)N2CCOCC2)cc1 (stereo unspecified) was read as IDE cell activ 2 and IDE inh 0.
For Cc1cc(CC(=O)O)n(C)c1C(=O)c1ccc(Cl)cc1 the results were IDE cell activ -1 and IDE inh -4.
`Cc1cc(C)cc(C(=O)NCC(=O)N2CCC(C(N)=O)CC2)c1` gave IDE cell activ 4 and IDE inh -3.
For O=C(NNC(=O)c1ccc(-c2ccccc2)cc1)Nc1ccccc1 the results were IDE cell activ 2 and IDE inh 2.
CC(C#Cc1ccc2c(c1)COc1c3ccccc3nn1-2)OC(C)(C)C (stereo unspecified) was read as IDE cell activ -6 and IDE inh -6.
`CC(C)(CNC(=O)c1sc2cc(Cl)ccc2c1Cl)N1CCOCC1` gave IDE cell activ 1 and IDE inh -1.
For O=C(NCCS(=O)(=O)NCc1cccnc1)c1ccccc1 the results were IDE cell activ 3 and IDE inh -3.
Screening Cc1ccccc1-c1cc2nc(C)c(Cl)c(=O)n2[nH]1 returned IDE cell activ 10 and IDE inh 4.
Screening Cc1ccc(S(=O)(=O)N2[C@@H](c3cccc(Cl)c3)C(C(=O)O)=CC[C@H]2c2cccs2)cc1 returned IDE cell activ 5 and IDE inh 0.
CC(C)(C)OC(=O)C[C@H]1C/C=C\C[C@@H](CC(=O)N[C@@H](CO)Cc2ccccc2)C(=O)N2CCC[C@H]2COC1=O was read as IDE cell activ 4 and IDE inh 5.
Screening Oc1cccnc1Sc1cccc(C(F)(F)F)c1 returned IDE cell activ 5 and IDE inh -7.
`COC(=O)c1ccc(COC(=O)C2CCN(S(=O)(=O)c3c(Cl)cccc3Cl)CC2)o1` gave IDE cell activ -2 and IDE inh 5.
For COc1cc(C(=O)NNC(=O)c2ccccc2Br)ccc1OCC(=O)N1CCOCC1 the results were IDE cell activ 2 and IDE inh 3.
`O=C(NCC(c1ccco1)N1CCCC1)c1cccc(S(=O)(=O)Nc2ccc(F)cc2)c1` (stereo unspecified) gave IDE cell activ 3 and IDE inh -4.
For CN(C)c1cccc(C(=O)OCC(=O)NC(=O)NCc2ccccc2)c1 the results were IDE cell activ -3 and IDE inh 3.
Cc1ccc(S(=O)(=O)N2CCN(C(=O)COC(=O)COc3cccc(C(F)(F)F)c3)CC2)c(C)c1 was read as IDE cell activ 5 and IDE inh 7.
COc1ccccc1OCC(=O)N(Cc1nnc(-c2ccccc2Cl)o1)C1CC1 was read as IDE cell activ 1 and IDE inh 0.
`COc1ccc(-c2c(-c3cc(OC)cc(OC)c3)n(C)c3ccc(Br)cc23)cc1` gave IDE cell activ 2 and IDE inh -4.
COc1ccc(-c2coc3cc(O[C@@H]4O[C@H](CO)[C@@H](O)[C@H](O)[C@H]4O)c(OC)cc3c2=O)cc1 was read as IDE cell activ 1 and IDE inh 1.
`CC(=O)c1sc(Nc2cccc3ccccc23)nc1C` gave IDE cell activ 5 and IDE inh 1.
For COc1ccc(Nc2nccc3c2ncn3C)cc1 the results were IDE cell activ 7 and IDE inh 2.
Screening O=C1CCc2cc(S(=O)(=O)Nc3ccc(F)cc3)ccc2N1 returned IDE cell activ 4 and IDE inh 8.
For COC(=O)C1CCN(C(=O)COC(=O)C2CCN(S(=O)(=O)c3ccc(C)c(C)c3)CC2)CC1 the results were IDE cell activ 1 and IDE inh 3.
`O=C(CSc1nc2ccccc2o1)NC1CCS(=O)(=O)C1` (stereo unspecified) gave IDE cell activ -4 and IDE inh 5.
Screening O=C(OCC(=O)N1CCN(c2ccccc2)CC1)c1ccccc1OC(F)F returned IDE cell activ -1 and IDE inh 0.
For C[C@H](CO)N1C[C@H](C)[C@@H](CN(C)S(=O)(=O)c2ccccc2)Oc2ccc(NC(=O)Cn3cnnn3)cc2C1=O the results were IDE cell activ 2 and IDE inh 4.
C[C@]12C(=O)N(c3cccc(F)c3)C(=O)N1[C@H]1c3ccccc3OC[C@@H]1[C@H]2c1ccccc1 was read as IDE cell activ 4 and IDE inh -3.
`COc1ccc([C@H]2CC(=O)C=C(c3ccc(Cl)c(C(F)(F)F)c3)C2)cc1OC` gave IDE cell activ 4 and IDE inh 0.

In the list so far, these have a Cl atom.
`Cc1csc(=O)n1CCC(=O)N(C)Cc1c(F)cccc1Cl` gave IDE cell activ 3 and IDE inh 1.
Screening CC(Nc1nc(-c2ccc(F)cc2)cs1)c1nc2cc(Cl)c(N3CCCCC3)cc2n1CCOCCO (stereo unspecified) returned IDE cell activ 5 and IDE inh -3.
Screening CC(C(=O)O)N(c1ccccc1Cl)S(C)(=O)=O (stereo unspecified) returned IDE cell activ 6 and IDE inh 1.
`CC(OC(=O)c1ccc(Cl)nc1)C(=O)Nc1ccc2c(c1)OCO2` (stereo unspecified) gave IDE cell activ 8 and IDE inh -6.
For COc1ccc(C(=O)Nc2ccc(Cl)cc2F)cc1S(=O)(=O)N1CCCC1 the results were IDE cell activ 6 and IDE inh -1.
`CN(c1ccccc1)S(=O)(=O)c1cc(C(=O)NCCCn2ccnc2)ccc1Cl` gave IDE cell activ 1 and IDE inh -3.
Screening O=C(COC(=O)c1cc(S(=O)(=O)N2CCOCC2)ccc1Cl)NCc1ccc2c(c1)OCO2 returned IDE cell activ -3 and IDE inh -2.
For Cc1cc(CC(=O)O)n(C)c1C(=O)c1ccc(Cl)cc1 the results were IDE cell activ -1 and IDE inh -4.
`CC(C)(CNC(=O)c1sc2cc(Cl)ccc2c1Cl)N1CCOCC1` gave IDE cell activ 1 and IDE inh -1.
Screening Cc1ccccc1-c1cc2nc(C)c(Cl)c(=O)n2[nH]1 returned IDE cell activ 10 and IDE inh 4.
Screening Cc1ccc(S(=O)(=O)N2[C@@H](c3cccc(Cl)c3)C(C(=O)O)=CC[C@H]2c2cccs2)cc1 returned IDE cell activ 5 and IDE inh 0.
`COC(=O)c1ccc(COC(=O)C2CCN(S(=O)(=O)c3c(Cl)cccc3Cl)CC2)o1` gave IDE cell activ -2 and IDE inh 5.
COc1ccccc1OCC(=O)N(Cc1nnc(-c2ccccc2Cl)o1)C1CC1 was read as IDE cell activ 1 and IDE inh 0.
`COc1ccc([C@H]2CC(=O)C=C(c3ccc(Cl)c(C(F)(F)F)c3)C2)cc1OC` gave IDE cell activ 4 and IDE inh 0.
